# High-throughput results as filed in PubChem.
# HCMV inh: blocks human cytomegalovirus replication | HFF cells, HCMV-luciferase reporter, 72 h; hits give low values | 410,000 compounds, 4.5% hits | activity change, negative = inhibition, % at 57.5 µM | AID 1259415; in the data active = activity change below about -60%; inconclusive = no clear call, values can overlap the other calls; inactive = above about -39%
#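 HFF cells seeded 16 h at 37C, treated with compounds, infected with luciferase-reporter HCMV at MOI 1 PFU/cell; luciferase read at 72 h post infection, normalized to buffer-only and Salinomycin controls.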
# AmpC detergent: AmpC beta-lactamase inhibition with detergent present; AmpC hydrolysis of nitrocefin, absorbance 480 nm, 0.01% Triton; Potency, µM (top dose mostly 114 µM), inactives show at the highest dose activity change, negative = inhibition, hits mostly inhibitors; 370,000 compounds, 0.041% hits; AID 485294; active = well fitted inhibition curve with a large enough effect; inconclusive = small, poorly fitted or top-dose-only effect;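 also: potency is read from the fitted curve at half-maximal effect; 0% = no-compound wells and -100% = no-enzyme wells; nearly all actives have a fitted effect of over 25% in size; some results filed as inactive show a strong effect at the top dose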
# Target sequence (P00811 whole entry, looked up): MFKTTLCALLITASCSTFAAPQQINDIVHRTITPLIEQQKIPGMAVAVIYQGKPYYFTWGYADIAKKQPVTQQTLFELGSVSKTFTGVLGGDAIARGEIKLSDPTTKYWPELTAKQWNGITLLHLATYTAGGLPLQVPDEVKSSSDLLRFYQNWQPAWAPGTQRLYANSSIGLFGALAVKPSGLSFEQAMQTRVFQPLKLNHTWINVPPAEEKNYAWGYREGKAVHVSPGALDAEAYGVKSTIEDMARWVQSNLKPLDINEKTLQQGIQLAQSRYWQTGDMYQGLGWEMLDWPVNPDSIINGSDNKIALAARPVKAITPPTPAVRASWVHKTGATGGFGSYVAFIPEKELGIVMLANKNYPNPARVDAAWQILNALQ
#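 20 mM phosphate pH 7.0 + 0.01% (detergent screen) or 0.0001% Triton X-100; 5.3 nM AmpC reagent; cpd preinc 15 min RT; nitrocefin (800 uM stock) to start; A480 q20 s × 4 min; Activity was normalised to no-enzyme and no-compound control wells.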
# Starred values were filed as active, the others as inactive; ? = inconclusive; [ ] = dose if it differs, or a comment. Unless noted, % is scaled to controls: 0 for no effect and ±100 for the full control effect. Some of the compounds tested, so the mix of outcomes need not match the whole.
SMILES,HCMV inh,AmpC detergent
Cc1cc(=O)n(C(C)C(=O)N2CCCc3ccccc32)c2c1c(C)nn2-c1ccccc1 (stereo not given),7,-9%
NS(=O)(=O)c1ccc(CCNC(=O)c2ccc3nc(CCc4ccccc4)oc3c2)cc1,-25,6%
Fc1cccc(-c2nnn3c2nc(NC2CCCCC2)c2ccccc23)c1,53,12%
CCCc1cc(=O)oc2cc(C)c3c(-c4ccccc4)coc3c12,-19,15%
CCc1ccc(NC(=O)CSc2nc(-c3cccc(OC)c3)nc3c2Cc2c(CO)cnc(C)c2O3)cc1,-35,14%
Cc1ccc(CSc2nc(=O)c3c(C)cc(C)nc3n2C2CC2)cc1,-101*,19%
CCOc1ccccc1Nc1ccc2cc(S(=O)(=O)N3CCCCC3)ccc2n1,-13,1%
CCc1ccc(S(=O)(=O)c2cn(Cc3ccccc3F)c3cc(OC)c(OC)cc3c2=O)cc1,-8,5%
CCOc1ccc2nc(Cl)c(C3CC(c4ccc(C)cc4)=NN3C(=O)CCC(=O)O)cc2c1 (stereo not given),6,1%
COc1ccc(OCC(=O)N(Cc2cccs2)c2ccc(OC)cc2)cc1,-16,18%
CCOC(=O)c1c(C)n(-c2ccccc2)c2ccc(OC(=O)c3cccc(Cl)c3)cc12,-6,10%
NC(=O)c1nn2c(C(F)(F)F)cc(-c3ccc(Br)cc3)nc2c1Cl,31,7%
O=C(CSc1nc2c(oc3ccccc32)c(=O)[nH]1)Nc1cccc(Cl)c1,51,3%
Cn1c(=O)c2c(SCC(=O)N3CCc4ccccc43)nc(-c3cccc(F)c3)nc2n(C)c1=O,27,16%
Cc1cccc(C)c1Nc1c(-c2ccc(Cl)s2)nc2ncccn12,4,-3%
COc1ccc(C)cc1NC(=O)C(=O)NCC(c1cccnc1)N1CCN(c2ccccc2F)CC1 (stereo not given),-24,11%
COc1ccccc1CNC(=O)Cn1c(=O)nc(-c2ccccc2)c2ccccc21,13,9%
COc1cc(C2CC(=O)Nc3ccc4ccccc4c32)ccc1OC(=O)C(C)C (stereo not given),-1,23%
Cc1ccc(Nc2c(-c3ccc(Br)o3)nc3ccccn23)cc1,24,2%
Cc1ccc(CNC(=O)CCCn2c(=O)c3sccc3n(CC(=O)Nc3c(C)cccc3C)c2=O)cc1,8,18%
O=C(NCc1ccc2c(c1)OCO2)c1ccc2c(c1)N(Cc1ccccc1F)C(=O)c1ccccc1S2=O (stereo not given),23,-3%
Cn1cnc(S(=O)(=O)N2CCC(C(=O)NCc3ccccc3)CC2)c1,4,2%
Cc1cccc2sc(N(Cc3cccnc3)C(=O)COc3ccccc3)nc12,59,-5%
CCN(Cc1ccccc1)C(=O)CCS(=O)(=O)c1cc(Br)cc2c1N(C(=O)C1CC1)CC2,-25,7%
CCc1nn(CC(=O)NCc2cccc(OC)c2OC)c(=O)c2cc3occc3n12,-25,6%
CCOc1ccc(NC(=O)N2CCC(n3c(C)nc4cccnc43)CC2)cc1,-12,0%
CCOc1ccccc1NC(=O)CN(C)S(=O)(=O)c1ccc(C(=O)N2CCOCC2)s1,-7,2%
CCN(CC)S(=O)(=O)c1ccc2c(c1)c(=O)c(C(=O)NCc1ccc(Cl)cc1)cn2C,6,6%
Cc1cccc2c(=O)cc(CSc3ccccc3NC(=O)C(C)(C)C)[nH]c12,40,-5%
Cc1ccccc1C(=O)Nc1cccc(C(=O)OCc2cc(=O)n3ccsc3n2)c1,4,-5%
Cc1ccc(CNC(=O)C(C)n2c(=O)cc(-c3ccccc3)c3c(C)nn(C)c32)cc1 (stereo not given),-10,0%
Cn1cc(-c2cc3n(n2)CCC(=O)N3CC(=O)NCc2ccc(Cl)cc2)c2ccccc21,-2,4%
Cc1ccccc1C(=O)OCc1cc(=O)n2nc(-c3cccs3)sc2n1,12,1%
COc1ccc(OC)c(NC(=O)Cn2c(=O)c3cccn3c3ccccc32)c1,40,-2%
CCC(Sc1nncn2c1cc1sccc12)C(=O)Nc1cccc(OC)c1 (stereo not given),-40,0%
CCOC(=O)c1cnc2c(C)cc(C)cc2c1Nc1ccccc1OCC,13,-5%
O=C1Cc2cc(S(=O)(=O)Nc3cccc(C(F)(F)F)c3)cc3c2N1CCC3,-18,2%
CC(=O)c1ccc(NC(=O)COc2ccccc2-c2nc(-c3cccc(C)c3)no2)cc1,6,-11%
CCOc1ccc(-n2nc3ccc(NC(=O)COc4ccccc4)cc3n2)cc1,-7,13%
CCOc1ccc(OCC(=O)Nc2ccc(S(=O)(=O)Nc3cc(C)on3)cc2)cc1,6,31%[activator]
CCC(=O)Nc1ccc2nc(SCCOc3ccccc3)sc2c1,-63*,-3%
COc1ccc(OCC(=O)NC(Cc2c[nH]c3ccccc23)C(=O)O)cc1 (stereo not given),12,4%
Cc1ccc(Cl)cc1N1CCN(C(=O)CCC(=O)Nc2ccc3nc(N4CCC(C)CC4)cc(C)c3c2)CC1,-3,13%
CCOc1ccc(-c2nnc(SCC(=O)NCc3ccc(C)cc3)nc2-c2ccc(OCC)c(OC)c2)cc1OC,1,10%
Cc1ccc(CSc2nc3c([nH]c4ccccc43)c(=O)n2C)cc1,37,4%
CC1(C)CC(=O)c2cc(C(=O)Nc3ccc(Br)cc3)c(=O)[nH]c2C1,31,-3%
COc1ccc(C)cc1NC(=O)NCc1ccc2c(c1)CCN2C(=O)c1ccccc1,-92*,-2%
CCc1c(C)sc2c1CCN(C(=O)Nc1cc(OC)c(OC)c(OC)c1)C2c1ccccc1 (stereo not given),-6,9%
Cc1noc(NS(=O)(=O)c2ccc(NC(=O)c3ccc(Br)cc3)cc2)c1C,2,-3%
CCc1nc2c(cnn2-c2ccc(C)cc2)c(=O)n1Cc1ccccc1,20,2%
# (cont.)
SMILES,HCMV inh,AmpC detergent
Cc1cc(C)c2nc(N3CCCC(C(=O)NCc4cccc(Cl)c4)C3)sc2c1 (stereo not given),7,-7%
CCOc1ccc2nc(NC(=O)c3cccn(Cc4ccccc4Cl)c3=O)sc2c1,-1,-3%
Cc1ccc(C)c(N2CCN(S(=O)(=O)c3ccc(-c4cc(C(F)(F)F)on4)s3)CC2)c1,-16,-7%
Cc1ccc2nc(COc3ccccc3NC(=O)c3ccccc3C)cc(=O)n2c1,21,-2%
COc1ccc(N2CCN(Cc3nc4c(c(=O)[nH]c(=O)n4C)n3Cc3ccccc3C)CC2)cc1,-5,7%
Cc1cccc(Oc2nc3c(c(=O)n(C)c(=O)n3C)n2Cc2ccccc2)c1C,4,9%
CCOc1ccc(-n2nc(CO)c(C(=O)NCC(C)O)n2)cc1 (stereo not given),43,9%
CCN(CC)c1cc(C)nc2nc(-c3ccc(C)cc3)nn12,-4,-3%
CC(C)(C)C(=O)NCC(c1ccc2c(c1)OCO2)N1CCOCC1 (stereo not given),24,1%
Cc1ccc(Cl)cc1NC(=O)/C(C#N)=C/c1c(C)n(Cc2ccccc2)c2ccccc12,38,20%
CCOc1ccc(C2=NC(c3cccs3)=Nc3ccc(CC)cc3N2)cc1OCC,1,5%
COc1ccc(Cn2c(=O)[nH]c3cc(C(=O)NCCC(C)C)ccc3c2=O)cc1,-9,6%
Cc1ccccc1CN1C(=O)c2ccccc2S(=O)c2ccc(C(=O)NCc3ccc4c(c3)OCO4)cc21 (stereo not given),-15,0%
CCCC(=O)Nc1cccc(-c2nc3cc(C)c(C)cc3o2)c1C,39,13%
Cc1ccc(-n2nc(C)c3c(C)cc(=O)n(CC(=O)NC(C)c4ccccc4)c32)cc1 (stereo not given),24,10%
Cc1cc(NC(=O)c2ccc3c(c2)N(Cc2cccc(Cl)c2)C(=O)c2ccccc2S3(=O)=O)ccc1Br,-8,-10%
CCOc1ccc(-c2nc(SCC(=O)NCCCOC)c(-c3ccccc3)[nH]2)cc1,1,15%
COc1ccc(N2CCN(C(=O)c3cnn(-c4ccc(F)cc4)c3-n3cccc3)CC2)cc1,-5,-4%
CCOC(=O)c1sc(NC(=O)/C=C/c2ccc(OCC)cc2)c(C(=O)OCC)c1C,-17,3%
CCOC(=O)C1CCN(C(=O)c2ccc(NC(=O)c3nsc4ccccc34)cc2)CC1,31,-8%
Cc1ccc(S(=O)(=O)C(CNC(=O)C(=O)NCc2ccccc2C)c2cccs2)cc1 (stereo not given),-20,-1%
O=C(NCc1nc2ccccc2[nH]1)c1cccc(Cl)c1,-3,4%
Cc1ccccc1OCC(=O)OCc1cc(=O)n2nc(C3CC3)sc2n1,7,-1%
O=C(Cc1csc2ccccc12)NCc1cccc(Br)c1,11,-7%
Cc1ccc(-n2c(=O)c3cccnc3n2CC(=O)Nc2ccc(C)cc2Cl)cc1,13,3%
CCOc1ccc(Cn2c(-c3ccc(OCC)c(OC)c3)nc3ccccc32)cc1OC,16,1%
CCc1cccc(CC)c1NC(=O)C(Cc1ccccc1)NS(=O)(=O)c1cccc2nsnc12 (stereo not given),-9,-5%
CC1CCN(S(=O)(=O)c2ccc3c(c2)oc(=O)n3CC(=O)NC(C)c2ccccc2)CC1 (stereo not given),-34,-4%
Cc1ccc(-c2cc(NC(=O)C(C)Oc3ccc(C)c(C)c3)on2)cc1 (stereo not given),53,16%
CC(=O)Nc1cc(C(=O)NCc2ccccc2)ccc1Sc1ccc(C)cc1,-29,-4%
O=c1oc2ccccc2cc1-c1cn2cc(Cc3ccccc3F)sc2n1,97,27%
CC(=O)c1c(C)oc2ccc(N(C(=O)Oc3ccccc3)S(=O)(=O)c3ccc(C(C)(C)C)cc3)cc12,-10,-4%
Cc1cn2c(=O)cc(COC(=O)c3cccc(NC(=O)COc4ccccc4Cl)c3)nc2s1,45,10%
CC(C)CCNC(=O)c1cnc2sc(N3CCCCCC3)nn2c1=O,-16,17%
O=C(CN1C(=O)C2(SCC(=O)N2c2cccc(Cl)c2)c2ccccc21)NC1CCCCC1 (stereo not given),17,19%
CCN(C(=O)c1cc2c(=O)n(CC)c3ccccc3c2s1)c1cccc(C(F)(F)F)c1,7,24%
Cc1cc(-c2ccc(C)c(S(=O)(=O)N3c4ccccc4CC3C)c2)on1 (stereo not given),?,5%
COc1cccc(NC(=O)CCNC(=O)Cn2cnc3ccccc3c2=O)c1,12,2%
O=C(CSc1nc2c([nH]c3ccccc32)c(=O)n1-c1ccc(Cl)cc1)NCC1CCCO1 (stereo not given),-18,4%
Cc1ccc2c(=O)cc(C(=O)Nc3sc4c(c3C(=O)NCc3cccnc3)CCCC4)oc2c1,0,16%
COc1ccc(NC(=O)CSc2nc(-c3ccc(F)cc3)c3cccc(C)c3n2)cc1,-20,23%
Cc1c(Cl)cccc1NC(=O)c1oc2ccc(S(=O)(=O)N3CCCCCC3)cc2c1C,-2,-6%
CCOC(=O)c1ccc(-c2ccc(/C=C(\C#N)C(=O)Nc3ccc(C)cc3)o2)cc1,31,-1%
COc1ccc(C(=O)NCCc2csc(-c3ccc(Cl)cc3)n2)cc1,?,7%
O=C(c1ccc(Cl)cc1)N1CCN(CCc2ccncc2)CC1,-6,5%
COc1ccc(C)cc1NC(=O)Cn1cc(S(=O)(=O)Cc2ccccc2Cl)c2ccccc21,0,15%
COc1ccc(-c2nc(SCC(=O)Nc3cccc(C(C)=O)c3)n[nH]2)cc1,26,9%
COc1ccc(C(=O)Nc2ccc3c(c2)CCCN3S(=O)(=O)c2ccc(C)cc2)cc1,-34,8%
CCC(=O)N1CC(=O)Nc2ccc(C)cc2C1c1ccc(F)cc1 (stereo not given),-6,2%
O=C(CSc1nc2c([nH]c3ccccc32)c(=O)n1-c1cccc(C(F)(F)F)c1)N1CCCC1,-2,1%
Cc1ccc(CSc2cn(CC(=O)N3CCCC3)c3ccccc23)cc1,-9,-8%
O=C(CSc1nc2ccccc2n1Cc1cccc(C(F)(F)F)c1)NCc1ccccc1,-14,16%
CCOC(=O)c1c(C)oc2nc(C)nc(Nc3cccc(OC)c3)c12,9,10%

# Of the compounds above, these contain a thiophene ring, fused or not:
SMILES,HCMV inh,AmpC detergent
COc1ccc(OCC(=O)N(Cc2cccs2)c2ccc(OC)cc2)cc1,-16,18%
Cc1cccc(C)c1Nc1c(-c2ccc(Cl)s2)nc2ncccn12,4,-3%
Cc1ccc(CNC(=O)CCCn2c(=O)c3sccc3n(CC(=O)Nc3c(C)cccc3C)c2=O)cc1,8,18%
CCOc1ccccc1NC(=O)CN(C)S(=O)(=O)c1ccc(C(=O)N2CCOCC2)s1,-7,2%
Cc1ccccc1C(=O)OCc1cc(=O)n2nc(-c3cccs3)sc2n1,12,1%
CCC(Sc1nncn2c1cc1sccc12)C(=O)Nc1cccc(OC)c1 (stereo not given),-40,0%
CCc1c(C)sc2c1CCN(C(=O)Nc1cc(OC)c(OC)c(OC)c1)C2c1ccccc1 (stereo not given),-6,9%
Cc1ccc(C)c(N2CCN(S(=O)(=O)c3ccc(-c4cc(C(F)(F)F)on4)s3)CC2)c1,-16,-7%
CCOc1ccc(C2=NC(c3cccs3)=Nc3ccc(CC)cc3N2)cc1OCC,1,5%
CCOC(=O)c1sc(NC(=O)/C=C/c2ccc(OCC)cc2)c(C(=O)OCC)c1C,-17,3%
Cc1ccc(S(=O)(=O)C(CNC(=O)C(=O)NCc2ccccc2C)c2cccs2)cc1 (stereo not given),-20,-1%
O=C(Cc1csc2ccccc12)NCc1cccc(Br)c1,11,-7%
CCN(C(=O)c1cc2c(=O)n(CC)c3ccccc3c2s1)c1cccc(C(F)(F)F)c1,7,24%
Cc1ccc2c(=O)cc(C(=O)Nc3sc4c(c3C(=O)NCc3cccnc3)CCCC4)oc2c1,0,16%
